Source: PubChem BioAssay
Abeta rescue – A-beta toxicity reversal in yeast. Potency, µM (doses to about 46.1 µM), without a hit: at the top dose growth rescue, usual class: activators. yeast expressing A-beta42, growth rescue, OD600, 48 h; response scale: 0% DMSO, 100% iron-clioquinol control. 410,000 compounds, 0.063% hits; also: potency is read from the fitted curve at half-maximal effect; nearly all actives have a fitted effect of over 55% in size
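Yeast A-beta toxicity model in growth medium with pinned compounds, 48 h at 30 C; growth read as absorbance at 600 nm. Normalized to FeCl3/clioquinol equimolar mix (positive) and DMSO (negative).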
MmCpn inh – blocks the Methanococcus maripaludis chaperonin Mm-Cpn. purified Mm-Cpn ATPase, ADP Transcreener TR-FRET. Potency, µM (top dose mostly 76.9 µM), inactives show at the top dose activity, negative = inhibition, hits mostly inhibitors. 330,000 compounds, 0.031% hits; also: potency is read from the fitted curve at half-maximal effect; % is scaled to controls: 0 for no effect and ±100 for the full control effect; nearly all actives have a fitted effect of over 80% in size
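Purified archaeal Mm-CPN (25nM final) preincubated 10 min at 37degC with compound, then 10uM ATP for 30 min at 37degC; ADP measured by HTRF Transcreener TR-FRET; buffer 30 mM TRIS pH 7.4, 100mM KCl, 5mM MgCl2, 1mM DTT.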
GLP1R cytotox – cytotoxicity in counter-screen for GLP-1R inverse agonists | 410,000 compounds, 0.13% hits | Potency, µM (top dose mostly 38.3 µM), for the others: at the highest dose activity change, negative = inhibition, most hits filed as inhibitors | AID 624418 | HEK293 cAMP-luciferase reporter cells, luminescence, 24 h;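 also: loss of luciferase light is scored as toxicity; potency is read from the fitted curve at half-maximal effect; % is scaled to controls: 0 for no effect and ±100 for the full control effect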
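Compound-treated cells are incubated 24 hr at 37 deg C under 5% CO2 after a 12 hour attachment period, then luciferase detection reagent is added and luminescence is measured following 12 min at room temperature; lowered signal indicates toxicity.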
aSyn rescue – rescues yeast growth from alpha-synuclein toxicity; Yeast expressing alpha-synuclein, growth rescue, BacTiter-Glo, 24 h; Potency, µM (top dose mostly 46.1 µM), inactives show top-dose growth rescue (activation), actives largely listed as activators; 370,000 compounds, 0.14% hits; also: potency is read from the fitted curve at half-maximal effect; % of control where 0% means no effect; nearly all actives have a fitted effect of over 65% in size
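Screening used galactose-induced yeast with toxic alpha-synuclein levels, exposed to compound for 24 hr at 30 deg C. Cell growth, read with BacTiter-Glo luminescence, gave the measured signal.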
Akt phos inh – blocks phosphorylation of Akt. Neuro2A IGF-stimulated pAkt S473 HTRF, 20 min; hits give low values. activity change, % for hits at 50 µM. 360,000 compounds, 0.32% hits. AID 651550; in the data active = activity change below about -80%; inconclusive = mostly about -51% to -80%; also: % is scaled to controls: 0 for no effect and ±100 for the full control effect
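Neuro2A cells (4,500/well, DMEM with 0.5% FBS) were treated with compound at a single 50 µM final concentration, stimulated with 6 nM IGF for 20 min at 37 °C, and lysed. Phospho-Akt Ser473 was read by HTRF as 665/615 ratio ×10^4.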
FUS yeast rescue – suppressors of FUS proteinopathy in yeast; 390,000 compounds, 0.24% hits; S. cerevisiae FUS-expressing, growth rescue, OD600, 24 h; Potency, µM (series often up to 76.6 µM), inactives show at the highest dose growth rescue (activation), most hits filed as activators;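 also: potency is read from the fitted curve at half-maximal effect; plate controls were DMSO vehicle for no effect and reference control for full effect; nearly all actives have a fitted effect of over 55% in size; some results filed as inactive show a strong effect at the top dose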
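Steps: raffinose overnight preculture; dilution to OD 0.005 in 2% galactose minimal medium; compound addition (concentration series); 24hr at 30C, 99% humidity; absorbance read at 600 nm.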
PTHR1 agonist – agonists of human PTHR1 parathyroid hormone receptor | 410,000 compounds, 0.075% hits | Q03431 | HEK293 GP2 PTHR1 cells, GloSensor cAMP luminescence, 1 h | Potency, µM (top dose mostly 115 µM), inactives show at the highest dose activation, hits mostly activators; also: potency is read from the fitted curve at half-maximal effect; nearly all actives have a fitted effect of over 55% in size; some results filed as inactive show a strong effect at the top dose; inactives centre near -15; many of its hits are not listed in these tables
Target sequence (Q03431 whole entry, looked up): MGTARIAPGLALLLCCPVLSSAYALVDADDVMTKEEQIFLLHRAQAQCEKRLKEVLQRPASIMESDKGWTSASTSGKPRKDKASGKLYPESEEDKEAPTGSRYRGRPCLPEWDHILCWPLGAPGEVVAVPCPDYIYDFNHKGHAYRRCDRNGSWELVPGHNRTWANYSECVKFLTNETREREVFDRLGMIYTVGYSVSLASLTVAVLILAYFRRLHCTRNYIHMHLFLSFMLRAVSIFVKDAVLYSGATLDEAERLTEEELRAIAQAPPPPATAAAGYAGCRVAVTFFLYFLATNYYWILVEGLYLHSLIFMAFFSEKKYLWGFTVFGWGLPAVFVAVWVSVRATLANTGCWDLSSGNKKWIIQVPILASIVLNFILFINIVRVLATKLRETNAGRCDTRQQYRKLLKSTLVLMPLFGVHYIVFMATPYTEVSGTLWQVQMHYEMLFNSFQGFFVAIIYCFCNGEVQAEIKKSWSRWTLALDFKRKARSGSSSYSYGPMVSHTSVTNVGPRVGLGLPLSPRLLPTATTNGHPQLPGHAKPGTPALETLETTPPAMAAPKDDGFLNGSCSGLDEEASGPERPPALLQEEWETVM
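HEK-293-derived GP2 cells expressing PTHR1 and a GloSensor cAMP reporter, 3,000/well, plated overnight, given luciferin plus IBMX (each 0.5 mM as added) for 1 h at 37 °C, then compound for 1 h at 37 °C. Luminescence was read after 15 min at room temperature.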
GLP1R inv ag – inverse agonists of human GLP-1 receptor; 410,000 compounds, 1.6% hits; Potency, µM (series often up to 38.3 µM), for inactives: top-dose activity change, negative = inhibition, most hits filed as inhibitors; HEK293 GLP-1R CRE-luciferase, luminescence, 24 h; GLP-1R form is constitutively active; AID 624417; also: potency is read from the fitted curve at half-maximal effect; % is scaled to controls: 0 for no effect and ±100 for the full control effect; nearly all actives have a fitted effect of over 55% in size
Target sequence (P43220 whole entry, looked up): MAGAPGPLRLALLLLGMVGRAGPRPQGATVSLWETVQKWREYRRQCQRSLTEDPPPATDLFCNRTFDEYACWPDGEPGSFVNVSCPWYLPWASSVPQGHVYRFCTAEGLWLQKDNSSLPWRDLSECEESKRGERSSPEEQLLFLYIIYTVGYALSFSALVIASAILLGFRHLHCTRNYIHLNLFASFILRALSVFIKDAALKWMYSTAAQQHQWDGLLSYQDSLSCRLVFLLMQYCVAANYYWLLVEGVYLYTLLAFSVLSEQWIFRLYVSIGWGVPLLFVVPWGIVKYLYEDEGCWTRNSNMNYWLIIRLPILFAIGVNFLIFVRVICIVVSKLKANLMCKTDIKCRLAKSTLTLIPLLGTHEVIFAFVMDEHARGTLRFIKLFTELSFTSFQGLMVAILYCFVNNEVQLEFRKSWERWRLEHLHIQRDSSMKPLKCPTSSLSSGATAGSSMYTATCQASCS
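Seeding at 200 cells/uL, 12 h culture, 24 hr compound treatment, then luciferase reagent and a luminescence read; cells are HEK293 stably expressing a constitutively active GLP-1R plus cAMP-responsive luciferase.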
TDP-43 yeast inh – TDP-43 toxicity inhibition in yeast. TDP-43 expressing yeast growth rescue, BacTiter-Glo, 24 h. Potency, µM (highest dose often 46.1 µM), for the others: top-dose growth rescue (activation), usual class: activators. 410,000 compounds, 1.8% hits. AID 652104; also: potency is read from the fitted curve at half-maximal effect; % of control where 0% means no effect; nearly all actives have a fitted effect of over 50% in size
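Cell-based yeast growth screen: TDP-43 expression induced in galactose, inoculum OD600=0.02 after raffinose pregrowth to mid-log. Read-out BacTiter-Glo luminescence at 24 hr, 30 deg C; inhibition of toxicity seen as signal increase.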
Numbers without * were called inactive; i = inactive; ? = inconclusive; . = not tested or not shown; [ ] = dose if it differs, or a comment. Unless noted, calls follow the shape of the dose curve; as a rule, active = well fitted curve in the direction sought with a large enough effect; inconclusive = small, poorly fitted or top-dose-only effect, or another doubt; inactive = no such curve, though single readings can be large; an effect the other way counts as inactive or inconclusive. A portion of the library, so the mix of outcomes need not match the whole.

SMILES	Abeta rescue	MmCpn inh	GLP1R cytotox	aSyn rescue	Akt phos inh	FUS yeast rescue	PTHR1 agonist	GLP1R inv ag	TDP-43 yeast inh
CCN1CCN(S(=O)(=O)c2ccc(Cl)c(C(=O)NCCc3ccccc3)c2)CC1	5%	0%	3%	0%	i	-1%	i	59%[activator]	-3%
COC(=O)Cc1c(C)[nH]n(-c2cc(Cl)cc(Cl)c2)c1=O	-7%	-2%	3%	-11%	i	10%	i	?	5%
CCOC(=O)c1ccc(NC(=O)c2ccccc2N(C)S(=O)(=O)c2ccccc2)cc1	-15%	-3%	-10%	6%	i	.	-23%	?	35µM*
c1ccc2c(c1)ncn2CCCOc1ccc2c(c1)CCC2	29%	0%	-12%	7%	i	21%	i	0%	?
Cc1cc(C)cc(NC(=O)COc2ccc(C(=S)N3CCOCC3)cc2)c1	-1%	-3%	-2%[7.66 µM]	0%	i	5%	-6%	-11%[7.66 µM]	24%[9.22 µM]
O=C(O)/C=C/c1ccc(S(=O)(=O)Nc2ccccc2C(=O)Nc2ccc(F)cc2)cc1	4%	2%	0%	-11%	i	21%	-14%	-9%	-13%
CCCCCCCCC[n+]1cccc2c3ccccc3ccc21	-93%[inhibitor]	0%	?	-37%[inhibitor]	i	21%	-89%[inhibitor][57.5 µM]	10µM*	3%
N#Cc1nc(-c2ccccc2F)oc1NCCc1ccccn1	-1%	1%	-3%	2%	i	10%	i	9%	12%
O=C(Nc1nncs1)C1c2ccccc2Oc2ccccc21	22%	1%	?	-2%	-102%*	21%	i	-5%	-19%
O=C(Nc1nccs1)C(c1ccccc1)N1CCCCC1 (stereo not drawn)	8%	0%	-5%[7.66 µM]	-7%	i	7%	i	1%[7.66 µM]	3%
N#Cc1nc(-c2ccccc2F)oc1NC1CCCCC1	?	-3%	-7%	-13%	i	-11%	-80%[inhibitor]	2%	?
COc1ccccc1OCc1nc(C#N)c(N2CCCC2)o1	-6%	-1%	14%	7%	i	15%	-9%	0%	26%
CCC(Sc1nnc(C)n2c1cc1occc12)C(=O)Nc1ccccc1F (stereo not drawn)	-21%	.	9%	.	.	39%	-60%[inhibitor]	12%	0%
COc1ccc(OC)c(CCNC(=O)c2cnn(-c3ccc(C)cc3C)c2C2CCN(C(=O)OC(C)(C)C)CC2)c1	10%	.	-2%	.	.	?	-9%	?	18%
Cc1ccn2cc(-c3nonc3C)cc2c1	-31%	-3%	-11%	9%	i	?	-28%[57.5 µM]	4%	-29%
O=C(NCCc1ccccc1)c1cc(-c2ccc(Cl)cc2)on1	-20%	.	-7%	.	.	-1%	-30%	13%	2%
COc1ccc(S(=O)(=O)N2CCN(C(=O)[C@@H]3CCC(=O)N3C3OC(=O)c4ccccc43)CC2)cc1 (stereo partly drawn)	6%	1%	-16%	2%	i	9%	i	-5%	-17%
NC(=S)NN=Cc1nccc2c(C(F)(F)F)cccc12	-74%[inhibitor]	.	?	?	i	12%	-14%	1.3µM*	?
CCOC(=O)C1=CCN(S(=O)(=O)c2ccc(Cl)cc2)C1c1cccc(C)c1 (stereo not drawn)	-9%	.	1%	12%	i	?	-13%	?	14%
Cc1cc(C)n2nc(C(=O)OCC(=O)NC(=O)c3ccccc3)nc2n1	-9%	1%	-3%	-8%	i	7%	i	5%	-10%
NC(c1ccccc1)c1csc(Nc2ccc(S(N)(=O)=O)cc2)n1 (stereo not drawn)	-6%	.	6%	-4%	i	-13%	-21%	13%	6%
CCCC(O)(CCN1CCOCC1)c1ccc(Br)cc1 (stereo not drawn)	2%	-1%	-21%	.	.	-8%	-35%	?	-3%
CCOC(=O)c1ccc(NC(=O)CCc2ccc(C)o2)cc1	-4%	0%	-8%	-9%	i	5%	i	-20%	8%
COc1ccc(CCNC(=O)C(=O)NCC2OCCN2S(=O)(=O)c2ccc(C)cc2)cc1OC (stereo not drawn)	5%	-3%	16%	3%	i	9%	-34%[inhibitor]	-20%	-17%
CCOC(=O)c1ccc(NC(=O)N2CCN(C(=O)c3ccco3)CC2)cc1	-11%	-1%	12%	-3%	i	18%	i	-8%	-5%
Fc1ccc(NC(=S)Nc2ccc(Cl)cc2)cc1	?	1%	0%	-22%	i	15%	-48%[inhibitor]	-9%	0%
Cc1ccccc1C(=O)Nc1nnc2n1CCS2	-12%	.	-7%	0%	.	-16%	-7%	13%	28%
CCOC(=O)N1CCC(N2CCCC(C(=O)c3cc(C)c(OC)c(C)c3)C2)CC1 (stereo not drawn)	7%	-5%	2%	3%	i	-12%	-30%	?	16%
COc1cc(S(=O)(=O)NCc2ccccc2)ccc1-n1cnnn1	0%	1%	-16%	1%	i	-14%	-7%	0%	19%
Cc1cc(C)n(-c2cc(N3CCN(S(=O)(=O)c4ccc(Br)cc4)CC3)ccc2[N+](=O)[O-])n1	5%	1%	-5%	2%	i	.	-4%	-26%	20%
Cc1ccc2nc3c(cc(C(=O)NCc4ccccc4)c(=N)n3CCCn3ccnc3)c(=O)n2c1	-12%	.	156%[activator]	1%	i	-19%	i	17%	0%
COc1ccc(NC(=O)CSc2nnc(Cc3cccs3)n2C)cc1	-4%	0%	5%	5%	i	-8%	i	7%	-6%
COC(=O)C1=C(CN2CCN(C)CC2)NC(=O)NC1c1cc(C)ccc1C (stereo not drawn)	-24%	-1%	-9%	1%	i	.	-6%	0%	-30%
Cc1cccc(-n2c(N)cc(=O)[nH]c2=S)c1	10%	0%	-3%	-2%	i	4%	i	8%	15%
COC(=O)Cn1c(=NC(=O)c2sc3ccccc3c2Cl)sc2cc(S(N)(=O)=O)ccc21	-10%	-14%	0%	3%	i	.	i	10%	20%
CCc1cc(=O)oc2c(C)c(OCC(=O)NC3CC(C)(C)NC(C)(C)C3)ccc12	-9%	1%	-2%	-1%	i	8%	-19%	?	-11%

An excerpt from above in order of formula weight, ascending.
SMILES	Abeta rescue	MmCpn inh	GLP1R cytotox	aSyn rescue	Akt phos inh	FUS yeast rescue	PTHR1 agonist	GLP1R inv ag	TDP-43 yeast inh
Cc1ccccc1C(=O)Nc1nnc2n1CCS2	-12%	.	-7%	0%	.	-16%	-7%	13%	28%
COc1cc(S(=O)(=O)NCc2ccccc2)ccc1-n1cnnn1	0%	1%	-16%	1%	i	-14%	-7%	0%	19%
CCOC(=O)c1ccc(NC(=O)N2CCN(C(=O)c3ccco3)CC2)cc1	-11%	-1%	12%	-3%	i	18%	i	-8%	-5%
COc1ccc(NC(=O)CSc2nnc(Cc3cccs3)n2C)cc1	-4%	0%	5%	5%	i	-8%	i	7%	-6%
CCc1cc(=O)oc2c(C)c(OCC(=O)NC3CC(C)(C)NC(C)(C)C3)ccc12	-9%	1%	-2%	-1%	i	8%	-19%	?	-11%
CCOC(=O)N1CCC(N2CCCC(C(=O)c3cc(C)c(OC)c(C)c3)C2)CC1 (stereo not drawn)	7%	-5%	2%	3%	i	-12%	-30%	?	16%
Cc1ccc2nc3c(cc(C(=O)NCc4ccccc4)c(=N)n3CCCn3ccnc3)c(=O)n2c1	-12%	.	156%[activator]	1%	i	-19%	i	17%	0%
COC(=O)Cn1c(=NC(=O)c2sc3ccccc3c2Cl)sc2cc(S(N)(=O)=O)ccc21	-10%	-14%	0%	3%	i	.	i	10%	20%
Cc1cc(C)n(-c2cc(N3CCN(S(=O)(=O)c4ccc(Br)cc4)CC3)ccc2[N+](=O)[O-])n1	5%	1%	-5%	2%	i	.	-4%	-26%	20%

Other records follow:
SMILES	Abeta rescue	MmCpn inh	GLP1R cytotox	aSyn rescue	Akt phos inh	FUS yeast rescue	PTHR1 agonist	GLP1R inv ag	TDP-43 yeast inh
CCSc1nnc(NC(=O)Cn2cnc3ccccc3c2=O)s1	.	1%	2%	0%	i	-1%	-24%	0%	11%
CCOC(=O)n1c(=O)n(Cc2ccc(Cl)cc2Cl)c2ccccc21	12%[9.22 µM]	0%	-7%	19%	i	8%	-26%	?	22µM*
COc1ccc(/C=N/Nc2nc(Nc3ccccc3)nc(N3CCCCC3)n2)cc1OC	11%	1%	?	8%	i	?	-12%[57.5 µM]	?	?
COc1ccc(CNC(=S)Nc2ccc(OC)cc2)cc1	24%	0%	-2%[1.53 µM]	7%	i	10%	i	-6%	?
CCOc1cc(-c2nnn(CC(=O)N3CCCCC3)n2)ccc1OC	-5%	0%	0%	2%	i	-5%	i	16%	6%
CCOc1ncccc1C(=O)OCC(=O)c1ccc(F)cc1	-3%	-3%	-2%[7.66 µM]	2%	i	7%	-21%	-9%[7.66 µM]	23%[9.22 µM]
CCCc1nnc(NC(=O)c2nc(SCC)ncc2Cl)s1	-8%	.	6%	.	.	6%	-10%	5%	16%
O=c1[nH]c(O)c(/C=C2\C=Nc3ccc(Br)cc32)[nH]1	2%	-2%	-25%	-1%	i	2%	i	10%	19%
CC1CCN(Cc2c(C(=O)N3CCc4ccccc4C3)nc3ccc(Cl)cn23)CC1	4%	-3%	-3%	0%	i	13%	7%	?	-1%
Cc1cc2ccccc2n1CCNC(=O)c1cccc(Br)c1	26%	.	0%	.	.	5%	-12%	?	?
O=C(NCc1ccco1)c1n[nH]c(=O)c2ccccc12	-10%	-2%	6%	-1%	i	-3%	i	0%	-16%
